SENP6 block: inhibitors of human SENP6 protease; Recombinant SENP6 catalytic domain, aminoluciferin luminescence; inhibition, % at 10 µM; 330,000 tested, 1.8% active; Q9GZR1; AID 2599;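 active = inhibition above about 50% at the single tested dose, limit read from the data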;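 note: plate controls were DMSO wells with enzyme for no effect and DMSO wells lacking enzyme for full effect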
SENP7 inh: blocks the human protease SENP7 | recombinant SENP7, Z-RLRGG-aminoluciferin luminescence, 40 min | inhibition, % at 5 µM | 330,000 tested, 1.5% active;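 active = inhibition above about 50% at the single test dose, limit read from the data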;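 note: plate controls were DMSO with enzyme for no effect and no enzyme buffer wells for full effect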
SENP1 FRET inh: blocks the human SENP1 SUMO protease catalytic domain; Q9P0U3; recombinant SENP1 catalytic domain, CyPet-SUMO1-YPet FRET cleavage; inhibition, % at 10 µM; 360,000 tested, 0.21% active;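 active = inhibition at least 30% at 10 µM, raw YFP signal under a set limit, fluorescence ratio 0.5 to 1.5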;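 note: 0% = enzyme with DMSO and 100% = no enzyme wells; some results filed as inactive read as strong as hits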
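Test system: hSENP1 catalytic domain, recombinant; Amount: 20 pM final SENP1 enzyme; Medium: Tris pH 8 buffer plus EDTA, NaCl, BME, BSA, NP40, catalase; Schedule: 50 min enzyme reaction, room temperature, light-protected; Technique: FRET fluorescence in CFP and YFP emission channels; Controls: no-enzyme wells low, DMSO-plus-enzyme wells high control.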
PfG6PD inh: PfG6PD (Plasmodium falciparum) enzyme inhibition; PfGluPho enzyme, NADPH resazurin-diaphorase fluorescence; inhibition, % at 20 µM; 350,000 tested, 0.78% active; AID 504690;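 active = inhibition reaching at least a set limit at 20 µM in the primary screen, cut at about 59% in these data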;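 note: 0% = DMSO wells with substrate and 100% = DMSO wells lacking glucose-6-phosphate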
HKDC1 inh: blocks human hexokinase HKDC1 activity; recombinant HKDC1, G6PDH/diaphorase resazurin coupled fluorescence; inhibition, % at 20 µM; 340,000 tested, 0.16% active;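 active = inhibition above about 35% when tested at 20 µM, limit read from the data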;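 note: plate controls were DMSO wells with enzyme for no effect and DMSO wells lacking enzyme for full effect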
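Material: recombinant HKDC1 hexokinase; Amount: HKDC1 at 5 µg/mL; Medium: Tris pH 8.0 buffer with MgCl2, Tween-20, BSA, BME; Schedule: 90 min reaction incubation at room temperature, dark; Technique: coupled resazurin fluorescence, excitation 525 nm, emission 613 nm.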
SENP8 block-1: SENP8 (human) protease inhibition; recombinant SENP8, Nedd8 substrate fluorescence; AID 602440; inhibition, % at 20 µM; 360,000 tested, 0.64% active; in the data active = inhibition mostly above about 40%, no sharp cut-off; inactive = mostly below about 27%
NLRP3 yeast inh: inhibitors of NALP3 inflammasome in yeast; Yeast reconstituted NLRP3/ASC/caspase-1, beta-gal luminescence, 24 h; inhibition, % at 10 µM; 330,000 tested, 0.39% active; AID 2825;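 active = inhibition of 50% or more; inactive = inhibition below 50%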;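 note: plate controls were induced DMSO wells for no effect and uninduced yeast grown without galactose for full effect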
SENP8 block-2: SENP8 protease inhibition | purified SENP8, Z-RLRGG-aminoluciferin cleavage, luminescence | Q96LD8 | inhibition, % at 10 µM | 330,000 tested, 1.2% active | AID 2540; in the data active = inhibition above about 50%
Apaf1 inhib: inhibitors of human Apaf-1 apoptosome | O14727 | reconstituted apoptosome caspase-3 activity, DEVD-Rh110 fluorescence | inhibition, % at 20 µM | 330,000 tested, 0.71% active; active = inhibition of at least 40% at 20 µM;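 note: plate controls were DMSO wells for no effect and DEVD-CHO caspase inhibitor wells for full effect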
Target sequence (O14727 whole entry, looked up): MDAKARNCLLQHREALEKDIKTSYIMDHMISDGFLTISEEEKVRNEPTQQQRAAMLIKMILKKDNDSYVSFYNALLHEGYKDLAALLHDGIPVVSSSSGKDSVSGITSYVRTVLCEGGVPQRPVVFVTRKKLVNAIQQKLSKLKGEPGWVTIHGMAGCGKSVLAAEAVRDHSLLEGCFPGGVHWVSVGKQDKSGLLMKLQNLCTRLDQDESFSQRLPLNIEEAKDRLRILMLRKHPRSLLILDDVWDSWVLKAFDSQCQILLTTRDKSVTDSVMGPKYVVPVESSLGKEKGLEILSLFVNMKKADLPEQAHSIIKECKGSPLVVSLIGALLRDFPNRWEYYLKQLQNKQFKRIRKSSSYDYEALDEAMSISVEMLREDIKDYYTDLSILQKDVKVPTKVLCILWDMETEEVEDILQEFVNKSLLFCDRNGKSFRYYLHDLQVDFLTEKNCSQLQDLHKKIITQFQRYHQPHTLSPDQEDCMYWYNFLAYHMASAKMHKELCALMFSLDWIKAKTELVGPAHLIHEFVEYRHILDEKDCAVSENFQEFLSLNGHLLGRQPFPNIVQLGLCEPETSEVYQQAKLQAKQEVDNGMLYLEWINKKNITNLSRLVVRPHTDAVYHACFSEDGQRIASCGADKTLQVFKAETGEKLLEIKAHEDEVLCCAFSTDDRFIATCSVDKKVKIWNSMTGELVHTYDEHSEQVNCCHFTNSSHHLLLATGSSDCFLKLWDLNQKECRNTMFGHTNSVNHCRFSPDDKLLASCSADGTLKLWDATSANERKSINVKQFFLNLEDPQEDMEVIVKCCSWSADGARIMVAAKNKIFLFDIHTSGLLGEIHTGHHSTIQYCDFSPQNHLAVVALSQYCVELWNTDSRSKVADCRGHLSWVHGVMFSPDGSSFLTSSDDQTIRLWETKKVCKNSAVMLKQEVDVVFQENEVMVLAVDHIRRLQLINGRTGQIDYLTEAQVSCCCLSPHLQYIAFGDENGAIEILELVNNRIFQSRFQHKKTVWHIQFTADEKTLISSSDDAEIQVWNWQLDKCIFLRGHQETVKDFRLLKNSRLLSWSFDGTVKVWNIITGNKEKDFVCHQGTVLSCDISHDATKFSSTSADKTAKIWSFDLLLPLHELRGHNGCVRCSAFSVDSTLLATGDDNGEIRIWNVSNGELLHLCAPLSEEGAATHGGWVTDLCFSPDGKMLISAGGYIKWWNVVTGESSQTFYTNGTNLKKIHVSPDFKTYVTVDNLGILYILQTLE
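System – cell-free apoptosome with Apaf-1, procaspase-3 and caspase-9 · Buffer or medium – pH 7.5 Hepes buffer with CHAPS, BSA, DTT · Also added – cytochrome c with DEVD-Rh110 · Times – 30 min compound preincubation, 50 min activation, room temperature · Technique – Rh110 fluorescence intensity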
* = called active by the depositor; i = inactive; . = not tested or not shown.

compound	SENP1 FRET inh	Apaf1 inhib	HKDC1 inh	PfG6PD inh	SENP8 block-2	SENP7 inh	SENP8 block-1	SENP6 block	NLRP3 yeast inh
O=C(CCOc1ccccc1)Nc1ccccc1F	1	3	-3	4	-4	-3	19	-5	25
COc1ccc(C(=O)N2CC3(C)CC2CC(C)(C)C3)cc1OC (stereo unspecified)	0	-13	-5	-3	-1	0	32	-6	3
COC(=O)CN1C(=O)COc2ccc(S(=O)(=O)N3CCCCCC3)cc21	0	1	-7	-9	-1	-5	8	-16	-2
CN1C(=O)CSc2ccc(C(=O)O)cc21	3	-6	-5	6	-10	-8	10	-4	9
CCN(C(=O)COC(=O)c1cc(S(=O)(=O)N2CCc3ccccc32)ccc1OC)C1CCS(=O)(=O)C1 (stereo unspecified)	3	9	-8	8	-3	-4	12	-15	21
CCC(C)N(C(=O)CCC(=O)Nc1cc(C)on1)C(C(=O)NC(C)(C)C)c1ccccc1Cl (stereo unspecified)	0	5	-6	3	-2	-6	4	-4	25
CC(=O)Nc1ccc(Oc2cc(C#N)c(C#N)cc2N2CCOCC2)cc1	-1	0	1	14	-1	-1	-13	1	14
CCCCCCC(=O)N=Nc1c(O)[nH]c2ccc([N+](=O)[O-])cc12	1	-8	-1	-5	4	0	12	-6	12
Fc1ccc(-[n+]2nc(Nc3ccccc3)sc2-c2cccc(Cl)c2Cl)cc1	1	30	1	16	12	8	9	8	1
CSc1nc2ccccc2c(=O)n1C1CCOC(C)(C)C1 (stereo unspecified)	1	-3	-1	-14	-1	0	4	12	19
C#CCNC(=O)C1=C[C@H](c2cn(C(C)=O)c3ccccc23)[C@@H](CCCO)[C@H](OCC)O1	-1	4	-2	-10	-5	3	-6	-26	0
COC/C=C/C1=CC2=CC(=O)C(C)(OC(=O)c3cnc4ccccc4n3)C(=O)C2=CN1C(CO)CO (stereo unspecified)	-26	26	13	42	3	5	33	14	-3
CCOC(=O)CSc1nnc(CNC(=O)c2ccc([N+](=O)[O-])cc2)n1C	-1	-8	1	-7	-3	6	11	1	8
COc1ccc(CNC(=O)C2CCN(S(=O)(=O)c3ccc4c(c3)N(C(C)=O)CCO4)CC2)cc1	-2	-4	-2	0	-3	-2	11	-5	2
CS(=O)(=O)N(CC(=O)O)c1ccc(C23CC4CC(CC(C4)C2)C3)cc1	1	5	-4	-23	5	3	13	-12	1
Cc1cccc(Nc2nc(N)nc(CCl)n2)c1	-1	-10	1	-10	-9	1	16	-3	5
COc1cc(/C=C/C(=O)OCC(=O)N2c3ccccc3CC2C)cc(OC)c1OC (stereo unspecified)	2	18	-1	14	-10	-5	i	2	8
O=C(Cc1ccc(NC(=O)C2CCN(C(=O)C3CCC3)CC2)cc1)Nc1ccc(C(=O)N2CCOCC2)cc1	2	.	-6	-1	.	.	5	.	.
CCCCNC(=O)CCn1c(=S)[nH]c2cc3c(cc2c1=O)OCO3	1	0	-1	0	0	-7	15	-1	12
O=C(N/N=C/c1cccc(Cl)c1)C1CCCC1	1	2	2	6	0	-4	7	-5	0
Cc1cc(C(=O)CSc2nnc(-c3cccnc3)n2-c2ccccc2F)c(C)n1C	-1	-4	-2	2	-7	-5	9	-9	11
CCOc1c2ccc(C(=O)NCCCCc3ccccc3)cc2nn1CC	-1	8	-3	9	-18	10	i	-8	17
CCCOc1ccc(C(=O)NNC(=S)NC(=O)c2ccccc2)cc1	4	14	-11	-24	3	9	19	14	13
CCCCN(C(=O)c1[nH]c(C)c(C(C)=O)c1C)c1c(N)n(CCCC)c(=O)[nH]c1=O	-6	-8	-1	6	-2	-4	-4	1	12
O=C(CCN1N=C(c2ccccc2)CCC1=O)NCCCN1CCOCC1	0	-2	-10	9	-2	-4	12	-4	3
COCc1ccc([C@@H]2C[C@H]3CN(Cc4cccnc4)C(=O)[C@]34CCCN24)o1	-5	-19	-9	2	0	5	-16	-5	-2
CS(=O)(=O)c1ccc(C(=O)Nc2cc(-c3ccccc3)nn2-c2ccccc2)cc1	2	-3	1	-15	-3	0	3	3	24
COc1ccccc1/C=C1\SC(=S)N(CC(=O)NC2CCS(=O)(=O)C2)C1=O (stereo unspecified)	-7	6	1	-10	-1	2	23	-1	22
COc1ccc(CCC(=O)NNC(=O)c2cc(Cl)ccc2OC)cc1	1	9	-5	-10	5	-3	9	3	13
CS(=O)(=O)c1ccccc1C(=O)Nc1nc2ccccc2[nH]1	0	3	-4	10	-7	-8	22	-5	-9
O=C(COc1ccc(Cl)cc1)NNC(=O)c1ccc(=O)[nH]c1	2	-3	-2	-6	-5	5	15	2	-2
CCOC(=O)C(NC(C)=O)(Nc1ccc(S(=O)(=O)Nc2ccncn2)cc1)C(F)(F)F (stereo unspecified)	3	-12	5	23	0	0	17	-13	9
COc1ccc(C)cc1NC(=O)c1cccc(C(=O)Nc2cc(C)ccc2OC)c1	1	14	6	-9	1	-2	6	1	24
S=c1[nH]nc(COc2ccc(Cl)cc2)n1Cc1ccco1	0	1	-6	20	7	5	7	-2	12
O=C(Nc1ccccc1)C1=C[C@H](C2CC2)C[C@H](OCCCCO)O1	-2	-1	-6	5	0	-9	-1	-8	-5
CCC(C)(C)NC(=O)C(OC(=O)c1ccco1)c1ccccc1F (stereo unspecified)	1	-12	-5	8	5	-10	-1	-5	5
COc1cc2c(cc1OC)C(=O)Cc1ccc3c(c1CN(C)CC2)OCO3	2	2	4	-17	-12	-10	27	-8	6
COc1ccc(S(=O)(=O)N2CCOCC2)cc1NC(=O)CCOc1ccc(C(C)(C)C)cc1	-4	16	-5	10	-2	9	-2	-15	13
O=C(CN1CCN(c2ncccn2)CC1)N1CCCC1	1	-7	-2	17	-12	-2	1	-22	18
CCOC(=O)[C@H]1[C@H]2COc3cc(OC)ccc3[C@@H]2N2C(=O)N(c3cccc(Cl)c3)C(=O)[C@@]12C	-1	13	-1	21	-9	13	24	-7	7
Cc1cccc(NC(=S)N(Cc2cccc(Br)c2)CC2CCC(C(=O)O)CC2)c1 (stereo unspecified)	-2	4	6	-1	0	-1	-3	-6	7
Cc1ccc(NC(=O)CSCc2cc(=O)n3ccsc3n2)cc1	-1	5	-6	-9	-15	6	0	-4	1
O=C(CNc1cccc(S(=O)(=O)N2CCOCC2)c1)Nc1cccc(Br)c1	3	3	4	-3	3	-5	-8	-8	15
O=C1CCC(C(=O)Nc2cccc(S(=O)(=O)Nc3ccccc3F)c2)=NN1	0	1	-37	92*	3	-9	24	-4	-2
Cc1cc(C)c2c(CN3CCN(C/C=C/c4ccccc4)CC3)cc(=O)oc2c1	-8	27	4	8	5	8	5	-2	11
Cc1ccc(-c2nc(CSc3nc4ccccc4c(=O)n3CCO)cs2)cc1	0	24	-5	13	3	5	8	5	8
Cc1cc2cc(CNC(=S)Nc3ccc(OC(F)F)cc3)ccc2n1C	-7	8	2	0	-1	-4	-7	5	4
COc1ccc(-c2csc(/C(C#N)=C/Nc3cc4oc5ccccc5c4cc3OC)n2)cc1	-69	0	-4	5	-3	0	-260	-14	14
C=CCn1c(SCC(=O)N(C)CC(=O)Nc2ccc(C)cc2)nnc1-c1ccncc1	1	-35	-3	0	2	4	-17	-15	19
c1ccc(-c2noc(COc3ccc4c(c3)OCO4)n2)cc1	0	13	5	-8	-21	34	9	26	24
Cc1ccc(-c2[nH]ncc2/C=C(\C#N)C(=O)NC2CCCCC2)cc1	1	29	1	34	3	4	-10	-9	18
CNC(=S)Nn1cnc2ccccc21	1	-7	1	13	-11	6	8	-9	7
O=C(CN1C(=O)NC2(CCCCCC2)C1=O)Nc1ccc(Cl)cc1Cl	-2	6	0	-1	-6	4	9	-10	6
CCc1ccccc1NC(=O)CC1S/C(=N\c2nccs2)N(CC)C1=O (stereo unspecified)	1	5	-2	-2	-2	2	4	-4	17
O=C(CN1C(=O)NC2(CCCCC2)C1=O)NNC(=O)C1CC1	1	-3	-4	1	-5	2	13	-5	15
CC(=O)NC(C)C12CC3CC(CC(C(=O)O)(C3)C1)C2 (stereo unspecified)	3	-15	-6	-3	-8	-5	8	-11	4
C=C[C@@]1(C)CC(=O)[C@]2(O)[C@@]3(C)[C@@H](O)CCC(C)(C)[C@@H]3[C@H](O)[C@H](OC(C)=O)[C@@]2(C)O1	1	-9	-5	10	-1	2	-2	-4	4
CCN1CCN(Cc2nc3cc(NC(=O)COc4ccc([N+](=O)[O-])cc4)ccc3n2C)CC1	0	5	0	0	6	5	14	-2	1
COc1ccc(/C=N/NC(=O)C(=O)NCc2cccnc2)cc1OC	1	1	-5	-8	1	-2	-53	-17	2
COc1ccc2c(c1)sc(N)[n+]2Cc1cc(C)cc2cccnc12	-6	.	10	-7	.	.	6	.	.

Following part:
compound	SENP1 FRET inh	Apaf1 inhib	HKDC1 inh	PfG6PD inh	SENP8 block-2	SENP7 inh	SENP8 block-1	SENP6 block	NLRP3 yeast inh
COc1ccc(NC(=O)Cn2nc(C(F)(F)F)c3c2CCCC3)cc1OC	1	-1	1	3	0	4	19	8	19
CCOC(=O)Oc1ccc(C(=O)OCCCN(C)C)cc1OC	4	12	-2	-10	-8	-7	18	-20	-24
CC(=O)N1CCCN(Cc2cn(-c3ccc(C)cc3)nc2-c2ccc(F)cc2)CC1	-2	5	-1	3	10	-2	3	10	6
COc1cccc(C(c2c(C)[nH]n(-c3ccccc3)c2=O)c2c(C)[nH]n(-c3ccccc3)c2=O)c1O	-1	94*	3	-17	11	56*	54*	57*	4
CCC1(C)NC(=O)N(CC(=O)Nc2sc3c(c2C(N)=O)CCC3)C1=O (stereo unspecified)	-7	2	3	-17	-2	12	-40	7	0
Cc1ncsc1C(=O)N1N=C2/C(=C/c3ccccc3)CCCC2C1c1ccccc1 (stereo unspecified)	1	20	0	12	-2	5	-152	16	7
COc1cccc(/C=N/NC(=O)CN(C2=NS(=O)(=O)c3ccccc32)c2ccccc2)c1	0	14	-9	-5	3	8	22	-13	23
CN(C)S(=O)(=O)c1ccc(N=Cc2c(C(F)(F)F)[nH][nH]c2=O)cc1	0	-4	-8	2	0	-1	8	-13	-9
Cc1cc(Nc2cccc(F)c2)n2ncnc2n1	-1	-2	-6	-2	3	4	0	12	14
O=C(CN1C(=O)c2ccccc2S1(=O)=O)NCCSCc1cccc(Cl)c1	0	0	-3	4	7	5	14	-8	26

Single records (already shown):
Record of `CCC1(C)NC(=O)N(CC(=O)Nc2sc3c(c2C(N)=O)CCC3)C1=O` (stereo unspecified) : SENP1 FRET inh = -7; Apaf1 inhib = 2; HKDC1 inh = 3; PfG6PD inh = -17; SENP8 block-2 = -2; SENP7 inh = 12; SENP8 block-1 = -40; SENP6 block = 7; NLRP3 yeast inh = 0
Record of `CCOC(=O)Oc1ccc(C(=O)OCCCN(C)C)cc1OC` : SENP1 FRET inh = 4; Apaf1 inhib = 12; HKDC1 inh = -2; PfG6PD inh = -10; SENP8 block-2 = -8; SENP7 inh = -7; SENP8 block-1 = 18; SENP6 block = -20; NLRP3 yeast inh = -24
